KCNH2 3.1 inh: qHTS for Inhibitors of KCHN2 3.1: Mutant qHTS. Potassium voltage-gated channel subfamily H member 2, brain isoform KCNH2 3.1 (human). U2OS KCNH2 3.1, thallium flux FluxOr; hits give low values. activity change, % (tested at about 1.8 µM). 340,000 compounds, 0.95% hits. AID 720553, 2013;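 active means maximum activity change below -70%; inconclusive means maximum activity change from -70% to -50%; inactive means maximum activity change above -50%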;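 further: thallium influx rate constant from kinetic fluorescence after stimulation buffer; on the % scale 0 is the no-effect control and ±100 the full control effect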
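Normalized rate constant (relative to positive and negative DMSO controls) derived from a 2 min kinetic fluorescence read after stimulation; U2OS cells expressing the 3.1 isoform via virus at 1.77 x 10^8 /mL.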
NPC1 promoter act: qHTS Assay for NPC1 Promoter Activators; Huh7 NPC1 promoter luciferase reporter, 24 h; Potency, µM (highest dose often 9.22 µM), without a hit: top-dose activation, actives largely listed as activators; 320,000 compounds, 2.4% hits; AID 485313, 2010;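 further: potency means the concentration at half of the fitted maximal effect; % of control where 0% means no effect; nearly all actives have a fitted effect of over 60% in size; reporter is driven by a mutant NPC1 promoter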
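Stably transfected Huh7 (NPC1 promoter→luciferase), 1500 cells/well in Opti-MEM + 10% FBS, 2 h settle, then compound 24 h at 37 °C. Luminescence after 10 min with Amplite reagent.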
Tb PFK inh: qHTS Assay to Find Inhibitors of T. brucei phosphofructokinase; T. brucei PFK, ADP-Glo luminescence; Potency, µM (doses to about 57.5 µM), inactives show at the highest dose activity, negative = inhibition, actives largely listed as inhibitors; 330,000 compounds, 0.17% hits;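 further: potency means the concentration at half of the fitted maximal effect; 0% = uninhibited 1x PFK enzyme wells and -100% = no-enzyme wells; nearly all actives have a fitted effect of over 60% in size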
Target sequence (O15648 whole entry, looked up): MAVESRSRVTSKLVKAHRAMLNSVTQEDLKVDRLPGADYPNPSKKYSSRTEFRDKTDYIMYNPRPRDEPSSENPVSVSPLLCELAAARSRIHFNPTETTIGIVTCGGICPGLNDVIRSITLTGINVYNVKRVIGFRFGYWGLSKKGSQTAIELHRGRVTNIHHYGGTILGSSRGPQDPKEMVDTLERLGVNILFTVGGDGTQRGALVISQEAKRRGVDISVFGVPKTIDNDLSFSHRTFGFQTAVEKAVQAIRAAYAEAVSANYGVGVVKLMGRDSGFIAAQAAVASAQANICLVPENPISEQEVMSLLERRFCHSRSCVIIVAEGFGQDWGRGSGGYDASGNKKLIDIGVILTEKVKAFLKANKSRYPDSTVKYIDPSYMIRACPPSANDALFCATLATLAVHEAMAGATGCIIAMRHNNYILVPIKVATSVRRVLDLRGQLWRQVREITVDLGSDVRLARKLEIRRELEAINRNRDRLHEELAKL
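In TEA buffer at pH 8.0 with 5 mM MgCl2, enzyme (1.25 nM) converted F6P (0.5 mM) and ATP (0.1 mM) for 45 min at room temperature. ADP product was read by luciferase luminescence.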
ELG1 genotox: qHTS screen for small molecules that induce genotoxicity in human embryonic kidney (HEK293T) cells expressing luciferase-tagged ELG1; HEK293T ELG1-luciferase reporter, luminescence, 16 h; Potency, µM (titrated, usually from 46 µM), for inactives: top-dose activity change, positive = activation, hits mostly activators; 330,000 compounds, 1.3% hits; further: potency means the concentration at half of the fitted maximal effect; % of control where 0% means no effect; nearly all actives have a fitted effect of over 60% in size
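Cells (2,000/well) expressing the ELG1-luciferase fusion are dosed by pin tool and kept 16 hr at 37 °C, 5% CO2. Signal comes from ONE-Glo luciferase reagent after 30 min at room temperature.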
Rab9 promoter act: qHTS Assay for Rab9 Promoter Activators. Huh7 Rab9 promoter-luciferase reporter, luminescence, 24 h. Potency, µM (highest dose often 9.22 µM), without a hit: top-dose activation, negative = inhibition, actives largely listed as activators. 320,000 compounds, 2.8% hits. AID 485297, 2010; further: potency means the concentration at half of the fitted maximal effect; % of control where 0% means no effect; nearly all actives have a fitted effect of over 60% in size
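Huh7 reporter line, Rab9 promoter upstream of luciferase. Compound exposure 24 h at 37 °C in reduced-serum medium with 10% FBS. Read-out: luminescence.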
Gal4-VP16 FLuc: VP16 counterscreen qHTS for inhibitors of ROR gamma transcriptional activity | Drosophila S2 Gal4-VP16 UAS-luciferase, luminescence, 20 h | Potency, µM (titrated, usually from 53.6 µM), for inactives: top-dose activity, negative = inhibition, actives largely listed as inhibitors | 310,000 compounds, 3.5% hits;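 further: Gal4-VP16 expression switched on by copper sulfate through the metallothionein promoter; potency means the concentration at half of the fitted maximal effect; on the % scale 0 is the no-effect control and ±100 the full control effect; nearly all actives have a fitted effect of over 50% in size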
FBPA coupling cs: qHTS Assay for Inhibitors of Fructose-1,6-bisphosphate Aldolase from Giardia Lamblia: Coupling assay counterscreen | 290,000 compounds, 0.67% hits | activity change, negative = inhibition, % at 58.2 µM, hits read low | coupling enzyme system counterscreen, AmpLite Red fluorescence | AID 2472, 2010; in the data active means activity change below about -30%; further: on the % scale 0 is the no-effect control and ±100 the full control effect
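Activity here indicates interference with the coupling reaction, not aldolase inhibition. Compounds at 57.5 uM final met coupling enzymes for 10 min at RT; substrate and AmpLite Red detection followed, with a 525/598 nm fluorescence read after 20 min.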
FLuc counter: qHTS profiling assay for firefly luciferase inhibitor/activator using purifed enzyme and Km concentrations of substrates (counterscreen for miR-21 project) | Luciferin 4-monooxygenase (Photinus pyralis), P08659 | purified FLuc, Km substrates, luminescence inhibition | Potency, µM (series often up to 57.5 µM), for inactives: at the top dose activity change, negative = inhibition, usual class: inhibitors | 360,000 compounds, 6.9% hits | AID 588342, 2011;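 further: potency means the concentration at half of the fitted maximal effect; plate controls were vehicle for no effect and reference inhibitor for full effect; nearly all actives have a fitted effect of over 55% in size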
Target sequence (P08659 whole entry, looked up): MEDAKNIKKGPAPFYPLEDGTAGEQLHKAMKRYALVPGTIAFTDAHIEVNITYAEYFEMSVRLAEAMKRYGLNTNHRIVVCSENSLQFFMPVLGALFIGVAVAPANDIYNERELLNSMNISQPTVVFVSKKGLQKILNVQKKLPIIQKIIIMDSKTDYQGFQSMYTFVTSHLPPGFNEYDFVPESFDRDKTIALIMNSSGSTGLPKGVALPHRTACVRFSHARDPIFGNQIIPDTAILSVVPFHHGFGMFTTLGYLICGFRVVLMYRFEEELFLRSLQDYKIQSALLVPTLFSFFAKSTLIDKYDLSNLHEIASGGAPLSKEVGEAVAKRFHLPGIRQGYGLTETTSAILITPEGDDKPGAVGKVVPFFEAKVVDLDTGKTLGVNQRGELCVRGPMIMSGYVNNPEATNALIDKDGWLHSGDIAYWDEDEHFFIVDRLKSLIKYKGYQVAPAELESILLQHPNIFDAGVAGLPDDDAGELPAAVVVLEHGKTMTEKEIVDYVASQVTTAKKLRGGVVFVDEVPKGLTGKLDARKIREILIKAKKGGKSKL
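Purified P. pyralis luciferase, 10 nM final, with Km-level 10 uM D-luciferin and 10 uM ATP in 50 mM Tris acetate pH 7.5, 10 mM Mg acetate, 0.01% Tween-20, 0.05% BSA; 6-point qHTS titration about 60 µM downward; luminescence read.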
Giardia kill: Small Molecules that selectively kill Giardia lamblia: qHTS; 340,000 compounds, 0.15% hits; activity change, % at 7.66 µM, hits read low; Giardia lamblia trophozoite viability; in the data active means activity change below about -80%; inconclusive means between about -30% and that limit;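 further: parasites exposed to compound for two days anaerobically before the ATP read; on the % scale 0 is the no-effect control and ±100 the full control effect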
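Trophozoite viability was measured as ATP-dependent luminescence, read 15-30 min after reagent addition. Before that, parasites at 100 cells/well were exposed to compounds for 48 h, anaerobically, at 37 deg C.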
RORgamma inh: qHTS for inhibitors of ROR gamma transcriptional activity; Drosophila S2 Gal4-RORgamma UAS-luciferase reporter, 20 h; Potency, µM (top dose mostly 53.6 µM), without a hit: at the top dose activity change, negative = inhibition, actives largely listed as inhibitors; 310,000 compounds, 5.4% hits; further: potency means the concentration at half of the fitted maximal effect; on the % scale 0 is the no-effect control and ±100 the full control effect; nearly all actives have a fitted effect of over 60% in size
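Read-out: Photinus luciferase luminescence; inhibitors lower reporter signal. Insect Schneider cells with Gal4-ROR gamma fusion under metallothionein promoter, UAS reporter; 700 uM final copper sulfate induction, 20 hr, ambient temperature.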
uPA surface inh: qHTS for Inhibitors of Cell Surface uPA Generation; cell surface uPA generation assay, qHTS; Potency, µM (highest dose often 38.3 µM), inactives show at the top dose activity change, negative = inhibition, most hits filed as inhibitors; 330,000 compounds, 0.31% hits; active means well fitted inhibition curve with a large enough effect; inconclusive means small, poorly fitted or top-dose-only effect; inactive means no such curve, though single readings can be large or run the other way; tested in mouse RAW 264.7 cells; further: potency means the concentration at half of the fitted maximal effect; on the % scale 0 is the no-effect control and ±100 the full control effect; nearly all actives have a fitted effect of over 55% in size
* hit, by the source's call; ? = inconclusive; · = no result given; & = joins results of further samples; [ ] = another dose, or the depositor's remark. Unless noted, the call rests on the fitted dose curve; in most records, active means well fitted curve in the direction sought with a large enough effect; inconclusive means small, poorly fitted or top-dose-only effect, or another doubt; inactive means no such curve, though single readings can be large; an effect the other way counts as inactive or inconclusive.

SMILES | KCNH2 3.1 inh | NPC1 promoter act | Tb PFK inh | ELG1 genotox | Rab9 promoter act | Gal4-VP16 FLuc | FBPA coupling cs | FLuc counter | Giardia kill | RORgamma inh | uPA surface inh
N#CC1C=Cc2ccccc2N1C(=O)c1ccccc1 (centres undefined) | 22 | -6% | -18% | -3% | -2% | 4% | -5 | 1% | -29 | 24% | -8%
Cc1ccc(C(=O)NCC(=O)OCc2csc(-c3ccccc3)n2)cc1 | 3 | 13% | -6% | ? | -7% | ? | 6 | ? | 4 | 12%[10 µM] | 2%
O=C(O)c1cccnc1Sc1ccc(Br)cc1 | 2 | -7% | 2% | 0% | 6% | -18% | 9 | -2% | 5 | -22% | 0%
O=C(c1ccncc1)N(Cc1cc2ccccc2[nH]c1=O)C1CCCCC1 | -35 | -3% | -1% | -25% | 3% | 1% | 1 | 5% | -5 | -39% | ·
CNC(=O)c1c(NC(=O)c2ccco2)sc(C)c1C | 7 | 3% | 0% | 3% | -3% | · | · | ? | -4 | · | -5%
CCC(C#CCN1CCOCC1)(CC)OCCC#N | 18 | -1% | -2% | -1% | 10% | 2% | 1 | 5% | 3 | -9% | -3%
COc1ccc(CNC(=O)CN2C(=O)COc3ccc(S(=O)(=O)N4CCOCC4)cc32)cc1 | 0 | 0% | 0% | 0%[9.26 µM] | 5% | -22% | -3 | -19%&-13% | 14 | -12% | 1%
CCc1ccc(CN(C)C(=O)c2cc(COc3c(F)cccc3F)on2)cc1 | 4 | 0% | 1% | 1% | 2% | -22% | 0 | ? | -6 | 30% | -1%
COc1ccccc1NC(=S)N1CC(C)(C)C1=O | 2 | 2% | 2% | -6% | -1% | -1% | 2 | -5% | 15 | -9% | 8%
CCn1ccnc1CN(C)C(=O)c1cc(COc2ccc(Cl)cc2OC)on1 | -6 | 2% | 7% | 4% | · | 7% | · | ? | 0 | 30% | -5%
Cc1c(CC(=O)NCC(=O)O)c(=O)oc2cc3occ(-c4ccccc4)c3cc12 | 10 | -4% | 11% | 2% | -3% | -6% | 6 | 24µM* | 8 | 1% | -5%
O=C(Nc1ccc(Cl)cc1)c1ccsn1 | 10 | 3.2µM* | 0% | ? | 1.8µM* | 5% | 10 | 12µM* | -7 | 11% | 1%
CCn1c(SCC(=O)Nc2ccc3c(c2)c2ccccc2n3CC)nnc1-c1cnccn1 | -7 | · | · | · | · | ? | 0 | -14% | -4 | -35% | -28%
Cc1nn(-c2ccccc2)c(N)c1N=Nc1cccnc1 | 7 | ? | -5% | 18µM* | ? | 7% | 2 | 13µM* | -4 | 1% | ?
CCOC(=O)c1[nH]c2cc(OC)c(OC)cc2c1NC(=O)C(C)N1CCN(Cc2ccccc2)CC1 (centres undefined) | 6 | 0% | 1% | -12% | -3% | -25% | -6 | 0% | -4 | 0% | -9%
O=C1Nc2ccccc2N2CCCC12 (centres undefined) | · | 0% | -6% | 4% | 0% | 0% | 2 | 1% | · | -23% | ·
COCCCNC(=S)NNC(=O)c1csc2ccccc12 | 19 | 0% | -4% | 4% | 21% | ? | -2 | -2% | -14 | -34% | 3%
Nc1c(C(=O)N/N=C/c2ccc(F)cc2)oc2nc(-c3ccccc3)cc(-c3ccco3)c12 | -14 | -7% | 2% | 4% | -3% | 2% | -4 | -20% | 8 | 6% | 0%
COc1ccccc1C(=O)NC(=O)COC(=O)c1cc[n+]([O-])cc1 | 6 | -5% | 1% | 0% | 2% | · | · | 1% | 3 | · | -2%
O=C(COc1ccc([N+](=O)[O-])cc1)Nc1cccc2nsnc12 | -4 | 9% | 1% | -1% | 8% | -8% | 1 | 1% | -6 | -4% | 6%

Structures above printed as active in Rab9 promoter act.
compound,NPC1 promoter act,Tb PFK inh,Rab9 promoter act,uPA surface inh
O=C(Nc1ccc(Cl)cc1)c1ccsn1,3.2µM*,0%,1.8µM*,1%

Profiles from above:
`CCn1c(SCC(=O)Nc2ccc3c(c2)c2ccccc2n3CC)nnc1-c1cnccn1` is listed as KCNH2 3.1 inh: -7; NPC1 promoter act: ·; Tb PFK inh: ·; ELG1 genotox: ·; Rab9 promoter act: ·; Gal4-VP16 FLuc: ?; FBPA coupling cs: 0; FLuc counter: -14%; Giardia kill: -4; RORgamma inh: -35%; uPA surface inh: -28%
`Nc1c(C(=O)N/N=C/c2ccc(F)cc2)oc2nc(-c3ccccc3)cc(-c3ccco3)c12` is listed as KCNH2 3.1 inh: -14; NPC1 promoter act: -7%; Tb PFK inh: 2%; ELG1 genotox: 4%; Rab9 promoter act: -3%; Gal4-VP16 FLuc: 2%; FBPA coupling cs: -4; FLuc counter: -20%; Giardia kill: 8; RORgamma inh: 6%; uPA surface inh: 0%

Carrying on:
SMILES | KCNH2 3.1 inh | NPC1 promoter act | Tb PFK inh | ELG1 genotox | Rab9 promoter act | Gal4-VP16 FLuc | FBPA coupling cs | FLuc counter | Giardia kill | RORgamma inh | uPA surface inh
COc1cccc2c1OC1(C)CC2N(C(=O)c2ccco2)C(=S)N1c1ccc(F)cc1 (centres undefined) | 1 | 2% | -1% | -4% | 2% | -29% | -2 | 0% | 20 | ? | -4%
COc1cccc(CNC(=O)CCN2C(=S)NC(C)(C)CC2C)c1 (centres undefined) | 5 | 1% | -6% | 0% | -6% | -14% | 0 | -3% | 1 | -30% | 1%
CCOC(=O)c1cc(OCC(=O)NC(C)C(C)C)cc(C(=O)OCC)c1 (centres undefined) | -3 | -5% | 0% | 0% | 6% | 3% | 2 | -1% | 1 | -1% | -1%
CCOc1ccccc1NC(=O)N1CCC(c2nc3ccc(C)cc3[nH]2)CC1 | -3 | -4% | -1% | -1% | 2% | -6% | -2 | -14% | 0 | -2% | -1%
CCC(Cc1ccccc1)NC(=O)CCn1cccc1 (centres undefined) | 2 | 1% | -2% | -1% | 0% | 1% | -1 | -1% | 7 | 25% | 0%
CCOCCCNC(=O)C1CCN(Cc2cccc(OCc3ccccc3)c2)CC1 | 5 | -5% | 0% | 6% | 0% | -11% | -1 | 5% | 13 | -9% | -5%
Cn1c(C(=O)N2CCN(c3ccc([N+](=O)[O-])cc3)CC2)cc2c(=O)[nH]c3ccccc3c21 | -96* | -7% | 3% | -15% | -8% | -2% | 3 | -2% | -2 | 9% | -2%
CN(CCCC(=O)N1CCCC(C(N)=O)C1)S(=O)(=O)c1ccc(F)cc1 (centres undefined) | 11 | -2% | 0% | -11% | -3% | 5% | 1 | -2% | -8 | 10% | 6%
Cc1cc(NC(=O)CSc2nnc(COc3cccc(C)c3C)n2Cc2ccco2)no1 | -5 | -5% | -6% | 7% | ? | · | 4 | -1% | 9 | -14%[0.365 µM] | ·
CCC(C)Sc1nnc(Cc2cc(=O)[nH]c(=O)[nH]2)n1-c1ccc(OC)cc1 (centres undefined) | 13 | -6% | -5% | -2% | -25% | 8% | 4 | 0% | 8 | -24% | 11%
CN(C)CC#CCOC(c1ccccc1)c1ccccc1 | -1 | -1% | -4% | -3% | 1% | -7% | 0 | 6% | -13 | -18% | 0%
Cc1ccc(-c2nnc(NC(=O)c3ccc([N+](=O)[O-])o3)o2)c(C)c1 | -10 | 0% | 5% | -8% | 1% | · | · | ? | -81* | · | -4%
CC(=O)N1c2ccccc2Sc2ccccc21 | 4 | -2% | -1% | 10% | 0% | -3% | 6 | -2% | -2 | 9% | 6%
CCCC(=O)N(Cc1cc2ccccc2[nH]c1=O)c1ccccc1OC | 4 | 4% | 3% | -2% | -3% | -6% | 6 | -1% | -1 | 2% | -14%
COc1cccc(CNS(=O)(=O)c2ccc(S(=O)(=O)N3CCCC3)cc2)c1 | -18 | 0% | -26% | -2% | 2% | ? | -53* | -13% | 5 | 22% | -1%

3 entries from above, ordered by the value under NPC1 promoter act, falling.
SMILES | NPC1 promoter act
COc1cccc(CNS(=O)(=O)c2ccc(S(=O)(=O)N3CCCC3)cc2)c1 | 0%
CCOc1ccccc1NC(=O)N1CCC(c2nc3ccc(C)cc3[nH]2)CC1 | -4%
Cn1c(C(=O)N2CCN(c3ccc([N+](=O)[O-])cc3)CC2)cc2c(=O)[nH]c3ccccc3c21 | -7%
